High-throughput results: PubChem BioAssay, several laboratories
MEX-5 binding: MEX-5 zinc finger RNA-binding disruptors – biochemical, C. elegans, fluorescence polarization, MLPCN library, primary screen; Zinc finger protein mex-5 (Caenorhabditis elegans), Q9XUB2; MEX-5/FITC-TCR2 RNA binding; active compounds read low; activity score (negative = inhibition of binding), % at 10 µM; hit rate 0.38% among 300,000; AID 1832, 2009;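 active = inhibition past about -25% in most replicates, and total fluorescence under double the plate's negative control median, limit read from the data; inconclusive = replicates evenly split on the limit, or fluorescence at least double controls; inactive = too little inhibition in most replicates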;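 note: 0% = DMSO and -100% = 5 µM competing unlabeled TCR2 RNA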
VLA-4 inh: inhibition in human VLA-4 binding assay, primary screen, VLA-4 allosteric modulator project, MLPCN library, flow cytometry, VLA-4 expressing cells | inhibition, % (about 7 µM as worked out from the volumes in the protocol) | Integrin alpha-4 (Homo sapiens), P13612 | hit rate 0.2% among 330,000 | ligand binding flow cytometry; in the data active = inhibition above about 50%
Efflux pump mplx: inhibitors of Candida efflux pumps in yeast, primary screen, S. cerevisiae, Nile Red, multiplex; S. cerevisiae Candida pump triplex; inhibition, % at 10 µM; hit rate 0.44% among 330,000;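 active = plate passing quality check with inhibition over a set limit, or well fluorescence over plate mean plus 4 SD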;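 note: Nile Red retained in pooled yeast measured as flow cytometry median fluorescence; 0% = buffer negative control and 100% = Enniatin B positive control; higher means more Nile Red kept so more efflux inhibition; some compounds called inactive have numbers as strong as hits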
GRK2 inh: compounds blocking aptamer binding on GRK2 – biochemical, human GRK2, bead flow cytometry, HTS, primary screen; Beta-adrenergic receptor kinase 1 (Homo sapiens), P25098; FAM-aptamer displacement from GRK2; inhibition of aptamer binding, % at 10 µM; hit rate 0.59% among 330,000; AID 488847, 2010;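 active = inhibition of aptamer binding above 40%, roughly 3 SD of noise, on plates passing a quality check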;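 note: median bead fluorescence of bound FAM aptamer so fluorescent compounds give negative values; no value below 0 was filed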
Bcl-xL primary: inhibitors of human Bcl-xL, primary screen, biochemical, fluorescence polarization, HTS | GST-Bcl-xL / FITC-Bim BH3 peptide fluorescence polarization | inhibition, % at 10.9 µM | hit rate 0.7% among 320,000 | AID 2129, 2009;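 active = inhibition above the mean of all tested compounds plus 3 SD, cutoff set per campaign, cut at about 30% in these data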;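 note: 0% = DMSO wells and 100% = unlabeled Bim-BH3 peptide competitor; inhibitors lower millipolarization by displacing the labeled peptide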
Target sequence (Q07817 whole entry, looked up): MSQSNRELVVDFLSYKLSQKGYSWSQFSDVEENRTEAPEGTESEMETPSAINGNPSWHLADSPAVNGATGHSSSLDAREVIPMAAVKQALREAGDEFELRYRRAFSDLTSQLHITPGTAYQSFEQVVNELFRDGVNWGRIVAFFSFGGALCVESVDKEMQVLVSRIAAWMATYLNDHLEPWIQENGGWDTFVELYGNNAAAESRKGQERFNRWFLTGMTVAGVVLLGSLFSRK
GLD-1 TGE inh: GLD-1/TGE RNA complex disruptors, primary screen, biochemical, fluorescence polarization | Female germline-specific tumor suppressor gld-1 (Caenorhabditis elegans), Q17339 | purified GLD-1 + fluorescein TGE RNA | inhibition, % at 5.96 µM | hit rate 0.44% among 320,000 | AID 2280, 2010;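 active = percent inhibition above a per-plate cutoff, the plate mean of test compounds plus 3 SD, cut at about 30% in these data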;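 note: 0% = DMSO wells with GLD-1 and probe and 100% = wells lacking GLD-1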
Target sequence (Q17339 whole entry, looked up): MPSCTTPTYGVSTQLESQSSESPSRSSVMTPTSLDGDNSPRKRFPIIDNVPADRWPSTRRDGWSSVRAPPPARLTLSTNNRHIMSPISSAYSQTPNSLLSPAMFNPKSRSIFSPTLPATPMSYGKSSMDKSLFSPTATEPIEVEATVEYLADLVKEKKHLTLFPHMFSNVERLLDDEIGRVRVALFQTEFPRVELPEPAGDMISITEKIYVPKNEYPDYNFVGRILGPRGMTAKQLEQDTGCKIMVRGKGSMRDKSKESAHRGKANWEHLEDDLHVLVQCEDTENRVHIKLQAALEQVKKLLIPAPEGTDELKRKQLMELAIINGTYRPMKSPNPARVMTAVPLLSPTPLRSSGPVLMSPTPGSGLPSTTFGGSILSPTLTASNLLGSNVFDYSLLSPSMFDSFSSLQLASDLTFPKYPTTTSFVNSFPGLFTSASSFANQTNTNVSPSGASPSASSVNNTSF
Fam108B counter: mouse Fam108B serine hydrolase inhibitors, primary screen, counter-screen for RBBP9 inhibitor project, biochemical, fluorescence polarization; recombinant Fam108B, FP-Rh probe fluorescence polarization; hit rate 0.33% among 300,000; inhibition, % at 9.51 µM;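 active = inhibition above the screen mean inhibition plus 3 SD, computed separately per campaign, cut at about 18% in these data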;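 note: inhibitors lower polarization as less probe binds the enzyme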
MCL1 BIM primary: inhibitors of MCL1 binding to BIM-BH3, primary screen, biochemical, fluorescence polarization. GST-MCL1 / FITC-Bim-BH3 fluorescence polarization. inhibition, % at 10.9 µM. hit rate 0.68% among 320,000. AID 2057, 2009;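 active = inhibition above the mean inhibition of all tested compounds plus 3 SD, set per campaign, cut at about 40% in these data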;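 note: 0% = DMSO wells and 100% = unlabeled Bim-BH3 peptide control; higher means more loss of mP so more displacement of Bim peptide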
PME-1 primary: PME-1 inhibitors via competitive probe labeling, primary screen, biochemical, fluorescence polarization, FP-Rh probe, HTS | recombinant PME-1 | inhibition, % at 5.9 µM | hit rate 0.53% among 320,000 | AID 2130, 2009;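 active = inhibition above the campaign mean of all compounds plus 3 SD, cut at about 26% in these data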;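 note: competitive labeling of PME-1 active site by serine hydrolase directed probe; 0% = PME-1 with DMSO and 100% = wells lacking PME-1 enzyme; inhibitors block probe labeling so polarization falls and inhibition rises; many of its hits are not listed in these tables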
Target sequence (Q9Y570 whole entry, looked up): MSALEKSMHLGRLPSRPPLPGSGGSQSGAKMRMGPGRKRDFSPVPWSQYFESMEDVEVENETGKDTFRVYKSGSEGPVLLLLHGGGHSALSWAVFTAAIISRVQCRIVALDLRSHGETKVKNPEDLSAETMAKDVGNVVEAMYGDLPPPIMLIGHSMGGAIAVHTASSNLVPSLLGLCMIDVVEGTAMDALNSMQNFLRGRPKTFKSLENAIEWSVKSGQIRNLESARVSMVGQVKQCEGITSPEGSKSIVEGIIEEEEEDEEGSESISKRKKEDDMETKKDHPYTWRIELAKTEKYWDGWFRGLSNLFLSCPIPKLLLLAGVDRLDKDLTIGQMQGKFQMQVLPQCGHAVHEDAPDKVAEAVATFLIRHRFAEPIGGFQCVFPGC
Numbers without * were called inactive; ? = inconclusive; / = no result given. This is a subset; the hit share may differ from the screen's.

Compound | MEX-5 binding | VLA-4 inh | Efflux pump mplx | GRK2 inh | Bcl-xL primary | GLD-1 TGE inh | Fam108B counter | MCL1 BIM primary | PME-1 primary
O=c1c2cnn(-c3ccccc3)c2ncn1Cc1ccco1 | 0.9 | -7.9 | 0.0 | 0.0 | -2.7 | -1.0 | -2.4 | 1.7 | -2.6
CCn1nc(C)cc1C(=O)Sc1ccc(Cl)cc1Cl | 2.2 | 12.1 | 0.2 | 0.0 | 1.9 | 0.2 | 1.3 | 10.6 | 1.4
CCC(=O)Nc1ccc(S(=O)(=O)Nc2ncccn2)cc1 | -4.4 | 15.3 | -0.1 | 3.0 | 2.5 | -2.4 | 1.1 | -0.6 | 3.0
CCCCCCCn1c2c(c(=N)c3ccccc31)CCC2 | 2.5 | -7.8 | 0.0 | 0.0 | -2.3 | -2.0 | -2.0 | -17.6 | 4.5
COc1ccc(C(=O)Nc2ccccc2)cc1NC(=O)c1ccc([N+](=O)[O-])cc1 | 2.1 | 2.9 | -0.1 | 3.0 | 7.7 | 8.6 | 1.2 | 9.5 | 1.4
O=C1N[C@H](Cc2ccccc2)CO1 | 2.2 | 17.7 | -0.1 | 4.0 | 5.7 | 1.3 | 3.1 | 3.6 | 4.7
CCN(CC)S(=O)(=O)N1CCC(C(=O)NC2CCCc3ccccc32)CC1 (stereo not given) | 1.3 | 10.0 | -0.1 | 0.0 | 5.1 | 7.9 | 1.1 | 3.0 | 2.2
CC(=O)n1nc(-c2cccnc2)nc1N | -1.2 | -3.3 | 0.0 | 0.0 | 6.2 | -3.2 | -0.4 | 6.4 | 1.6
COc1ccc(-n2c(=O)cc(N3CCN(c4ccccc4F)CC3)[nH]c2=O)cc1 | / | 5.7 | -0.1 | 0.0 | 1.9 | 0.3 | 5.3 | 4.8 | 7.1
Cc1cc(=O)n2[nH]c(C(F)(F)F)c(-c3ccccc3)c2n1 | -0.1 | 15.3 | 0.6 | 0.0 | 0.2 | 5.5 | -6.4 | -2.4 | -6.8
CCn1c(=O)c([N+](=O)[O-])c(NCc2ccc3c(c2)OCO3)c2ccccc21 | -4.3 | 4.1 | 0.0 | 0.0 | 5.0 | 1.2 | 0.5 | -5.3 | 4.8
Cc1cc(C)c2cc(C(=O)N(C)C3CCN(C)CC3)[nH]c2c1 | 1.2 | 5.6 | -0.1 | 0.0 | 1.4 | 7.8 | -3.9 | -4.0 | -2.1
CCn1c(SCC(=O)N2CCCCC2C)nc2ccsc2c1=O (stereo not given) | 1.1 | -32.7 | -0.1 | 0.0 | -3.5 | -11.2 | 1.5 | -6.0 | -5.2
CCC(CC)C(=O)Nc1cccc(/C(C)=N/NC(=O)c2ccccc2Cl)c1 | 1.9 | 3.2 | -0.2 | 0.0 | -3.9 | -0.6 | 8.8 | -1.7 | 0.5
CCOc1ccc(CNc2nc3ccccc3n2CCN2CCOCC2)cc1 | 1.7 | 2.0 | 0.0 | 0.0 | 3.5 | 3.0 | -3.1 | -2.4 | 0.9
COc1ccc(Nc2nc(N)nc(CSc3n[nH]c(-c4ccccc4)n3)n2)cc1 | 0.4 | -12.1 | 0.0 | 0.0 | 3.2 | 2.2 | 1.6 | 3.0 | -7.6
CNC(=O)C(=O)NCCN1CCN(C(=O)c2ccc([N+](=O)[O-])cc2)CC1 | -3.2 | 20.7 | 0.0 | 3.0 | -4.8 | -2.2 | 3.7 | -4.3 | -3.4
O=C(Nc1ccc(NC(=O)c2ccco2)nc1)c1ccccn1 | -2.2 | 10.4 | 0.0 | 0.0 | 2.3 | -1.4 | 2.3 | -2.3 | -6.3
CNC(=S)N/N=C/c1cn(CCOc2ccc(OC)cc2)c2ccccc12 | 1.5 | -5.9 | 1.4 | 3.0 | -0.1 | 2.7 | 13.2 | 3.1 | 8.2
CC(Oc1cccnc1[N+](=O)[O-])C(=O)N1CCc2ccccc21 (stereo not given) | / | -5.8 | 0.1 | 33.0 | / | 0.4 | / | / | /

A different layout for some results above.
CCC(CC)C(=O)Nc1cccc(/C(C)=N/NC(=O)c2ccccc2Cl)c1
  MEX-5 binding: 1.9
  VLA-4 inh: 3.2
  Efflux pump mplx: -0.2
  GRK2 inh: 0.0
  Bcl-xL primary: -3.9
  GLD-1 TGE inh: -0.6
  Fam108B counter: 8.8
  MCL1 BIM primary: -1.7
  PME-1 primary: 0.5

CCOc1ccc(CNc2nc3ccccc3n2CCN2CCOCC2)cc1
  MEX-5 binding: 1.7
  VLA-4 inh: 2.0
  Efflux pump mplx: 0.0
  GRK2 inh: 0.0
  Bcl-xL primary: 3.5
  GLD-1 TGE inh: 3.0
  Fam108B counter: -3.1
  MCL1 BIM primary: -2.4
  PME-1 primary: 0.9

(more compounds)
Compound | MEX-5 binding | VLA-4 inh | Efflux pump mplx | GRK2 inh | Bcl-xL primary | GLD-1 TGE inh | Fam108B counter | MCL1 BIM primary | PME-1 primary
O=C(COc1cc(Cl)ccc1Cl)Nc1nnc(CC(=O)N2CCOCC2)s1 | / | 9.2 | 0.0 | 8.0 | 1.2 | 0.8 | -0.3 | 5.2 | -4.0
COc1ccc(CCNc2ncccc2C#N)cc1OC | -2.3 | 1.0 | 0.1 | 0.0 | 1.7 | 5.3 | -6.0 | -0.6 | -2.8
COC(=O)CSc1nc2c(c(=O)n(C)c(=O)n2C)n1CCCc1ccccc1 | -2.8 | -3.3 | -0.1 | 0.0 | -3.6 | 0.6 | -0.8 | -0.9 | -3.9
O=C(CN1C(=O)c2ccccc2S1(=O)=O)N1CCN(c2ccccc2F)CC1 | 1.8 | 2.4 | 0.2 | 0.0 | -0.1 | -1.7 | -0.8 | -4.3 | 1.1
COC(=O)C1CCN(C(=O)NC2CCCCC2)CC1 | -3.8 | 21.8 | 0.0 | 1.0 | -3.5 | -2.2 | -1.3 | -3.7 | -1.7
CCCSc1nnc(N2C(=O)C(O)=C(C(=O)c3ccco3)C2c2ccccc2F)s1 (stereo not given) | ? | 23.6 | -0.1 | 5.0 | 22.6 | 20.2 | 1.9 | 25.1 | -1.0
Cc1ccc(NC(=O)[C@H](NC(=O)[C@@H]2Cc3ccccc3CN2)c2ccccc2)c(C)c1 | 3.7 | 16.0 | 0.0 | 0.0 | 8.5 | -9.9 | -2.4 | 5.9 | -1.0
O=C(Nc1ccc2c(c1)OCCO2)c1c(F)cccc1F | 0.4 | 9.9 | -0.3 | 4.0 | 0.5 | 1.0 | 10.4 | 1.2 | 2.7
COc1ccc(S(=O)(=O)Nc2cc(OC)c(NC(=O)c3ccco3)cc2OC)cc1 | -0.3 | 8.9 | 0.0 | 0.0 | 4.7 | -0.5 | 2.7 | 4.2 | 16.2
COc1ccc(OC)c(S(=O)(=O)n2ccnc2C)c1 | -2.6 | 3.6 | 0.0 | 13.0 | 3.5 | -3.7 | 1.5 | 8.7 | 1.0
CC(NC(=O)CN(C)S(=O)(=O)c1ccc(Br)s1)c1ccccc1 (stereo not given) | 1.3 | -9.2 | -0.2 | 0.0 | 5.6 | 8.2 | 1.1 | -2.0 | -2.3
COc1cc([C@@H]2C[C@H]3CN(c4ccccc4)C(=O)[C@]34CCCN24)cc(OC)c1OC | 1.1 | -1.0 | -0.1 | 0.0 | 27.7 | 9.0 | -2.5 | 19.9 | -6.6
O=C1CC(N2CCC(c3nc4ccccc4o3)CC2)C(=O)N1Cc1cccs1 (stereo not given) | 1.3 | 15.6 | 0.0 | 0.0 | 5.3 | 2.0 | 2.5 | -1.5 | 0.8
COc1ccccc1NC(=O)Cn1cnc2sc(C(=O)NCc3ccco3)c(C)c2c1=O | 2.6 | 22.5 | -0.2 | 0.0 | 3.6 | 8.8 | -1.1 | -3.5 | -2.2
CCc1nnc(NC(=O)c2ccc(S(=O)(=O)N3CCCC(C)C3)cc2)s1 (stereo not given) | -2.1 | -4.9 | 0.0 | 2.0 | 6.2 | 6.7 | 2.4 | 6.0 | 3.8
Cc1ccc(C2CC(=O)Nc3c2ccc2ccccc32)cc1[N+](=O)[O-] (stereo not given) | -5.7 | -5.7 | 0.1 | 0.0 | 8.7 | -0.1 | -5.2 | 3.6 | 1.7
Cc1ccc(S(=O)(=O)c2ccc(Cl)cc2)cc1S(=O)(=O)NC(C)C(=O)O (stereo not given) | -0.4 | -11.3 | 0.0 | 4.0 | 5.5 | 0.2 | -1.2 | 2.7 | 1.7
COc1ccc(S(=O)(=O)N2N=C(c3ccc(NS(C)(=O)=O)cc3)CC2c2ccco2)cc1 (stereo not given) | -7.6 | -1.9 | 0.1 | 2.0 | -5.0 | 3.9 | -0.2 | -14.9 | 6.8
C=CCN1C(=O)[C@@H]2Cc3c([nH]c4ccccc34)C(c3ccc(O)cc3)N2C1=S (stereo not given in full) | -8.4 | -46.6 | 0.1 | 2.0 | -58.5 | -69.5 | 9.1 | -114.2 | 21.7
CCOc1ncccc1C(=O)NC(C)CCc1ccccc1 (stereo not given) | -3.0 | 5.3 | -0.1 | 0.0 | / | / | / | / | /
O=C(CCC1CCCC1)Nc1ccc([N+](=O)[O-])cn1 | -2.6 | 13.8 | 0.3 | 4.0 | 1.4 | 2.7 | 7.6 | -3.2 | 2.4
Cc1ccc(S(=O)(=O)Cc2ccc(C(=O)NCc3cccs3)o2)cc1 | 0.0 | 4.0 | -0.2 | 0.0 | 1.2 | 7.7 | 0.0 | 1.1 | 1.3
CCc1ccc(CN(C)Cc2nc(COc3ccccc3)no2)nc1 | 1.6 | 9.1 | 0.1 | 0.0 | -2.8 | -0.2 | 1.0 | 1.9 | 2.3
O=C(Oc1cccc2cccnc12)c1cccc([N+](=O)[O-])c1 | -1.6 | 1.6 | 0.3 | 1.0 | 4.7 | -9.0 | 3.5 | 8.5 | -4.7
COc1ccc(C2NC(=O)NC(C)=C2C(=O)OC2CCCC(C)C2)cc1 (stereo not given) | -1.2 | -14.5 | -0.2 | 0.0 | 7.7 | 7.2 | -4.1 | 4.0 | 1.4
Cc1ccc(C)c(N2CCN(S(=O)(=O)c3ccc(-c4cc(C)no4)s3)CC2)c1 | -2.1 | 13.5 | 0.2 | 3.0 | -3.2 | 0.2 | -6.7 | -10.7 | 1.4
Cn1c(O)c(N=NC(=O)c2cc(-c3cccs3)nc3ccccc23)c2ccccc21 | -0.1 | -0.5 | 0.0 | 0.0 | 6.8 | -3.0 | 5.5 | 3.4 | 4.1
Nc1ccccc1C(=O)NNC1=C(C(=O)C(F)(F)F)CCC1 | 1.3 | 2.5 | 0.1 | 0.0 | 1.1 | 1.5 | -0.8 | 6.9 | 3.0
